Bioassay records from PubChem BioAssay.
HADH2 inhib – qHTS Assay for Inhibitors of HADH2 (Hydroxyacyl-Coenzyme A Dehydrogenase, Type II); AID 886, 2007; recombinant HADH2, NADH fluorescence, beta-hydroxybutyryl-CoA; Potency, µM (series often up to 57.1 µM), for inactives: top-dose activity change, negative = inhibition, most hits filed as inhibitors; 3.4% of 73,000 active; 3-hydroxyacyl-CoA dehydrogenase type-2 (Homo sapiens), Q99714; note: potency is the fitted concentration of half-maximal effect; % is set by controls: 0 for no effect and ±100 for the full control effect; nearly all actives have a fitted effect of over 60% in size; many of its hits are not listed in these tables
Target sequence (Q99714 whole entry, looked up, one chain of several): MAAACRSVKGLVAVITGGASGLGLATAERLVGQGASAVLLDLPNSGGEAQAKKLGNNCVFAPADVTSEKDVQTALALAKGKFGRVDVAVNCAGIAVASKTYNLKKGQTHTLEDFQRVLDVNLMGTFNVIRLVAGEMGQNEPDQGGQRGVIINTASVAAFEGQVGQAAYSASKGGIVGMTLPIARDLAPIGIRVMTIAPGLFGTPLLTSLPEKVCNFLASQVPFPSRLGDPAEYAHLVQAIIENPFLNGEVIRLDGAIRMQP
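Activity measured as NADH fluorescence gain (360/450 nm), taken as the change between first and last reads of a 4-min kinetic run. Conditions: pH 9.0 Tris buffer, 20 nM E. coli-expressed His-tagged enzyme, 1 mM NAD+, 90 uM beta-hydroxybutyryl-CoA; 15-min compound preincubation.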
Rhodamine fluor – qHTS Assay for Spectroscopic Profiling in Rhodamine Spectral Region; AID 594, 2007; Rhodamine-region fluorescence, 547/598 nm, Tris buffer; hits give high values; max dye-equivalent concentration, M; 0.05% of 59,000 active; in the data active = max dye-equivalent concentration above about 11 nM; inconclusive = between about 1.1 nM and that limit
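Compounds in 100 mM Tris buffer, pH 8.0, were incubated 15 min at room temperature, then read at 547 nm excitation and 598 nm emission. Fluorescence was normalized against a per-plate six-point rhodamine standard curve as dye-equivalent concentration.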
Luciferase inh – qHTS Assay for Inhibitors of Firefly Luciferase. Potency, µM (series often up to 57.1 µM), without a hit: at the highest dose activity change, negative = inhibition, hits mostly inhibitors. 2.2% of 72,000 active. Luciferin 4-monooxygenase (Photinus pyralis), P08659. purified firefly luciferase, luminescence, 8 min; note: potency is the fitted concentration of half-maximal effect; % is set by controls: 0 for no effect and ±100 for the full control effect; nearly all actives have a fitted effect of over 40% in size
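Substrate buffer containing 10 uM ATP (pH 7.2 imidazole, Mg2+, KCl, detergent, BSA) is dispensed, compound pinned in, then luciferase/luciferin detector mix added. After 8 min at ambient temperature, light output is measured.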
TexasRed autofl – qHTS Assay for Spectroscopic Profiling in Texas Red Spectral Region. Compound fluorescence, Texas Red channel, 547/618 nm; hits give high values. max dye-equivalent concentration, M. 0.06% of 59,000 active. AID 587, 2007; in the data active = max dye-equivalent concentration above about 10 nM; inconclusive = between about 1.1 nM and that limit
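Spectral interference profiling: each compound concentration's relative fluorescence, read with a 547 nm excitation and 618 nm emission filter pair, was normalized to a per-plate Texas Red standard curve.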
ALOX15 inhib – qHTS Assay for Inhibitors of 15-hLO (15-human lipoxygenase) | 1.4% of 74,000 active | purified 15hLO-1, xylenol orange hydroperoxide absorbance | AID 887, 2007 | Potency, µM (highest dose often 57.1 µM), for inactives: at the top dose activity change, negative = inhibition, usual class: inhibitors; note: potency is the fitted concentration of half-maximal effect; % is set by controls: 0 for no effect and ±100 for the full control effect; nearly all actives have a fitted effect of over 55% in size
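Compounds were preincubated 15 min at room temperature with 40 nM purified human enzyme (25 mM Hepes pH 7.5, 0.01% Triton X-100); 50 uM arachidonic acid reacted 6 min. Fe-xylenol orange detection, 30 min, absorbance ratio 573/405 nm.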
Tau fil binding – qHTS Assay for Tau Filament Binding; Microtubule-associated protein tau (Homo sapiens), P10636; Potency, µM (series often up to 57.1 µM), without a hit: at the top dose activity change, negative = inhibition; 2% of 71,000 active; recombinant tau filaments, thioflavin S fluorescence, 15 h; filaments grown with octadecylsulfate alongside compound;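 note: potency is the fitted concentration of half-maximal effect; % is set by controls: 0 for no effect and ±100 for the full control effect; actives lower thioflavin S fluorescence by blocking filaments or displacing dye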
Target sequence (P10636 whole entry, looked up): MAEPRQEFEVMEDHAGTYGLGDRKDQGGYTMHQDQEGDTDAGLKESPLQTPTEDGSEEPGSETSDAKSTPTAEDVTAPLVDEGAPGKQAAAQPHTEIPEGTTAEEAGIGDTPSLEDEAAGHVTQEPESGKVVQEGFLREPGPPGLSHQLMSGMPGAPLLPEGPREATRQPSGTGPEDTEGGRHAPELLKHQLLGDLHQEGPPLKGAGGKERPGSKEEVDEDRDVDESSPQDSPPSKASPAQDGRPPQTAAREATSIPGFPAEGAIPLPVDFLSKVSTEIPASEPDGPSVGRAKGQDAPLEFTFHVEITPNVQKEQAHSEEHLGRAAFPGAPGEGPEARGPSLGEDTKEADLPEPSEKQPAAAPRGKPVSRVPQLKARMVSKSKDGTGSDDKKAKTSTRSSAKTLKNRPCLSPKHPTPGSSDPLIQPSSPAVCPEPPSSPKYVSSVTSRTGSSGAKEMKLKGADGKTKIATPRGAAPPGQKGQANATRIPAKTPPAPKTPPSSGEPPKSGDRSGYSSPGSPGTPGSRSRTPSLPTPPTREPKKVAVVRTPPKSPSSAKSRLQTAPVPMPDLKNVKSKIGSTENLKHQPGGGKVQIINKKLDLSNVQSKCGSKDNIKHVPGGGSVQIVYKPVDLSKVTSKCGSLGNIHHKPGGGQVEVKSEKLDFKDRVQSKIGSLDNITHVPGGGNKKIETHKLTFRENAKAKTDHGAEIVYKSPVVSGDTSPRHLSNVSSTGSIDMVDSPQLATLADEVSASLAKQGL
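Recombinant tau protein (human, 1 uM final) plus 30 uM ODS in HEPES pH 7.4 with NaCl, DTT and thioflavine S. Compound present from the start; fluorescence at 510 nm after 15 h, 37 C.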
Hsp90 Hop PPI – qHTS Assay for Disrupters of an Hsp90 Co-Chaperone Interaction; Hsp90 C-terminal peptide / TPR2A (Hop) interaction, human; AlphaScreen TPR2A-His6 binding biotin-Hsp90 C-terminal peptide; Potency, µM (titrated, usually from 57 µM), for inactives: at the highest dose activity change, negative = inhibition; 0.44% of 71,000 active; AID 595, 2007; active = well fitted curve in either direction with a large enough effect; inconclusive = small, poorly fitted or top-dose-only effect, or another doubt; note: potency is the fitted concentration of half-maximal effect; % is set by controls: 0 for no effect and ±100 for the full control effect; many of its hits are not listed in these tables
DNA Pol III inh – qHTS Assay for Inhibitors of DNA Polymerase III Holoenzyme System | reconstituted DNA polymerase III holoenzyme replication, biochemical | Potency, µM (doses to about 57.1 µM), without a hit: at the highest dose activity change, negative = inhibition | 0.25% of 71,000 active; note: potency is the fitted concentration of half-maximal effect; % is set by controls: 0 for no effect and ±100 for the full control effect
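Reconstituted *E. coli* holoenzyme (0.35 nM Pol III, 1 nM beta, 154 nM SSB, 2 nM primase) was preincubated with compound for 15 min at RT. Synthesis on 1.4 nM ssM13Gori ran 35 min, then was stopped with PicoGreen/EDTA and read as dsDNA fluorescence.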
ERK AVP inh – qHTS Assay for Inhibitors of the ERK Signaling Pathway using a Homogeneous Screening Assay; Potency, µM (titrated, usually from 57.5 µM), inactives show top-dose activity, negative = inhibition, most hits filed as inhibitors; 0.99% of 72,000 active; AID 995, 2007; HEK293-V1b, vasopressin-stimulated pERK AlphaScreen; note: potency is the fitted concentration of half-maximal effect; % is set by controls: 0 for no effect and ±100 for the full control effect; nearly all actives have a fitted effect of over 55% in size
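Phosphorylated ERK1/2 detected via AlphaScreen bead proximity in lysates of V1b-expressing HEK293 cells given 25 nM vasopressin for 5 min after 30 min compound exposure (37 °C). AC50 from Hill equation; basal DMSO 0%, vasopressin 100%.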
CRE Fsk mod – Cell signaling CRE-BLA (Fsk stim); CHO CRE-bla reporter (cAMP response element driving beta-lactamase), forskolin EC10, beta-lactamase ratio; Potency, µM (series often up to 38.2 µM), for inactives: top-dose activity change, negative = inhibition, most hits filed as activators; 2.5% of 71,000 active; active = well fitted activation curve with a large enough effect in the signal ratio, with a control signal flat, not every such curve was filed as active; inconclusive = small, poorly fitted or top-dose-only effect, or effect the other way, or a change in a side signal; the % refers to the signal ratio; note: potency is the fitted concentration of half-maximal effect; % of control where 0% means no effect
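Using CellSensor CRE-bla CHO cells in Opti-MEM with 0.5% dialyzed FBS, compounds were titrated with EC10 NKH 477 for 3 h at 37 °C. CCF4 ratio (460/530 nm) gave %Activity; AC50 derived.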
HBB splicing – qHTS Assay for Modulators of Hemoglobin Beta Chain Splicing; HBB splicing reporter cell assay, activation; EGFP reporter with mutant IVS2-654 intron; response scale: normalised to 500 nM splice-correcting PNA; Potency, µM (highest dose often 46.1 µM), inactives show top-dose activation, hits mostly activators; 0.06% of 65,000 active; note: potency is the fitted concentration of half-maximal effect; 0% is about no effect
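HeLa cells stably expressing EGFP interrupted by mutant beta-globin intron 2 (IVS2-654), 500/well in 2% FCS. Treated with compound for 2 days at 37C. Splicing correction scored as total well GFP intensity (488 nm excitation, 500-520 nm emission); 500 nM antisense PNA served as control.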
The depositor's hits bear a star; i = inactive; ? = inconclusive; nt = no result given; [ ] = remark or other dose. Unless noted, calls come from the whole dose curve; as a rule, active = well fitted curve in the direction sought with a large enough effect; inconclusive = small, poorly fitted or top-dose-only effect, or another doubt; inactive = no such curve, though single readings can be large; an effect the other way counts as inactive or inconclusive. Not all compounds are listed; rates above refer to the full screens.

Every second line gives: HADH2 inhib	Rhodamine fluor	Luciferase inh	TexasRed autofl	ALOX15 inhib	Tau fil binding	Hsp90 Hop PPI	DNA Pol III inh	ERK AVP inh	CRE Fsk mod	HBB splicing
CCOC(=O)SC1=N/C(=C\c2ccc(N(C)C)cc2)C(=O)S1
→ 3.2µM*	i	4%	i	-29%	3.2µM*	-18%	-4%	?	2%	5.3%
O=C(NCc1ccccc1Cl)C1CCN(S(=O)(=O)N2CCC3(CC2)OCCO3)CC1
→ 8%	i	2%	i	9%	11%	0%	-10%	12%	-27%	2.2%
CCSc1nnc2c(n1)OC(C)(C)Nc1ccccc1-2
→ -4%	nt	2%	nt	-18%	-10%	?	-2%	1%	3%	0.8%
CC(=O)N(c1c(C)n(C)n(-c2ccccc2)c1=O)C1(C(=O)NC2CCCC2)CCCCC1
→ 1%	i	-1%	i	6%	-4%	-3%	-5%	-9%	-5%	-1.3%
CC(=O)N(CCc1ccccc1C)Cc1cc2cc3c(cc2[nH]c1=O)OCO3
→ 15%	i	1%	i	?	-4%	2%	-8%	0%	5%	nt
COc1ccc(OC)c(N(CC(=O)Nc2ccccc2)S(C)(=O)=O)c1
→ -3%	i	4%	i	1%	0%	1%	-6%	5%	-3%	nt
CCN1CCCC1CNC(=O)c1csc2c1CCCC2 (stereo not given)
→ 8%	i	2%	i	-2%	-7%	1%	-8%	-9%	-6%	-4.5%
O=C(CN1CCOCC1)Nc1cccc(Cl)c1Cl
→ 5%	i	-1%	i	-5%	7%	1%	-5%	-18%	4%	nt
COC(=O)c1cccc(OCC(O)Cn2cnc3cc(C)c(C)cc32)c1 (stereo not given)
→ ?	i	0%	i	24%	37%	0%	2%	?	?	-1.5%
CC1CN(C(=O)N2c3ccccc3Sc3ccccc32)C(C)CC1=O (stereo not given)
→ -9%	i	-1%	i	-28%	-13%	-3%	-4%	-25%	-1%	-3.5%[57.5 µM]
C(=N\n1cnnc1)/c1ccc(OCc2ccccc2)cc1
→ 0%[11.4 µM]	nt	-9%	nt	12%[11.4 µM]	31%[11.4 µM]	-4%[11 µM]	0%[11.4 µM]	-24%	26%[7.6 µM]	-0.3%[0.0738 µM]
O=C(Nc1cccc(Cl)c1)Nn1cnnc1
→ 4%[11.4 µM]	i	3%[11.4 µM]	i	6%[11.4 µM]	-2%[11.4 µM]	1%[11 µM]	4%[11.4 µM]	4%[11.5 µM]	4%[7.6 µM]	-0.3%[9.22 µM]
NC(=O)C/C=C\CC(N)=O
→ -3%[11.4 µM]	i	2%[11.4 µM]	i	11%[11.4 µM]	8%[11.4 µM]	-2%[11 µM]	-6%[11.4 µM]	1%[11.5 µM]	-11%[7.6 µM]	2.2%[9.22 µM]
COc1ncc2nc(-c3cccs3)c(=O)n(CCc3ccccc3)c2n1
→ 28%	i	0%[11.4 µM]	i	3%	4%	16%	-14%	?	?	-0.1%
O=C(O)Cc1c(O)ccc2ccccc12
→ -9%[11.4 µM]	i	3%[11.4 µM]	i	2%[11.4 µM]	4%[11.4 µM]	-4%[11 µM]	-10%[11.4 µM]	1%[11.5 µM]	-4%[7.6 µM]	1.9%[9.22 µM]
CC(C)C[C@@H](CC(=O)N[C@H](CC(=O)N[C@@H]1CCNC[C@H]1C(=O)N[C@H](CC(=O)N[C@@H](CCC(=O)O)CC(=O)O)Cc1c[nH]c2ccccc12)C(C)C)NC(=O)[C@@H]1CCCC[C@H]1N
→ -7%	nt	nt	nt	nt	-22%	-19%	-1%	nt	-11%	0.4%
Cc1ccc(CNC(=O)CSc2n[nH]c(N)n2)cc1
→ -17%	i	2%	i	15%	-4%	1%	-5%	7%	-6%	-0.3%[57.5 µM]
CCCS(=O)(=O)N1CCC(C(=O)NC2CCC(C)CC2)CC1 (stereo not given)
→ 9%	i	-1%	?	2%	-4%	5%	-1%	-6%	?	0.4%
CCNC(=O)CN(c1ccc(C)cc1)S(=O)(=O)c1ccc(SC)cc1
→ -14%	i	4%	i	-3%	3%	-4%	3%	-12%	-6%	nt
O=C(c1noc2c1CCCCC2)N1CCOCC1
→ -2%	i	2%	?	8%	-1%	2%	-1%	21%	-11%	-2.2%
O=c1c2c(-c3ccco3)csc2nc(SCc2cn3cccnc3n2)n1-c1ccccc1
→ -20%	i	-34%	i	-21%	76%	-6%	9%	?	1µM*	-1.2%
COc1ccc(NC(=O)c2nc3nc(C)cc(C(F)F)n3n2)cc1OC
→ -9%	nt	-1%	nt	?	-19%	-3%	5%	-12%	4%	0.7%
Cc1nnc(NC2=NCCCCC2)o1
→ 6%	i	0%	i	13%	-22%	-3%	5%	-9%	?	0.1%
O=C(c1ccc2c3c(cccc13)CC2)N1CCOCC1
→ ?	i	-5%	i	-28%	2%	-2%	1%	1%	0%	nt
COC(=O)Cn1cnc2c(nnn2-c2ccc(C)cc2)c1=O
→ 6%	i	1%	i	6%	-2%	-3%	-1%	19%	-10%	2.2%
O=C(CSc1nc2ccccc2c(=O)n1Cc1ccco1)NCc1ccccc1
→ 21%	i	-2%	i	-12%	-2%	?	-2%	30%[activator]	?	1.8%[57.5 µM]
CC(=C1C2C=CC1C1C(=O)NC(=O)C21)c1ccccc1 (stereo not given)
→ ?	i	-5%	i	-13%	77%	-1%	1%	-8%	?	16µM*
Cc1ccc(S(=O)(=O)N2CCN(C(=O)CSc3nnc(C)c(=O)[nH]3)CC2)cc1
→ -29%	i	2%	i	-3%	5%	-4%	-1%	-15%	-5%	-2.9%
O=C(NCCC1=CCCCC1)C1CC(=O)N(C2CCCCCC2)C1 (stereo not given)
→ 6%	i	4%	i	-4%	-4%	-2%	-1%	0%	1%	-2.2%[57.5 µM]
CC(=O)c1cc2c(cc1NC(=O)CN1CCOCC1)OCO2
→ -5%	i	2%	?	3%	-11%	-4%	-1%	-16%	?	-0.9%
Cc1ccc(-n2ncc3c(=O)n(CC(=O)NC4CCCCC4)cnc32)cc1
→ -2%	i	-27%	i	-2%	-18%	-2%	-4%	5%	-4%	-0.5%
CCC1CCCCN1CCNC(=O)CNS(=O)(=O)c1ccc2nc(C)sc2c1 (stereo not given)
→ 6%	i	1%	i	0%	0%	?	-3%	36%	3%	-0.8%
Cc1cc(NC(=O)c2sccc2C)n(-c2cccc(Cl)c2)n1
→ -2%	i	-17%	i	5%	-1%	-2%	-7%	-2%	?	-1.0%
Cc1cccc(CNc2nc(-c3cccnc3)nc3ccccc23)c1
→ ?	i	2%[2.29 µM]	i	-9%	61%	12%	5%	?	?	1.3%
c1ccc(-n2nnnc2Oc2ccc(-n3ccnc3)cc2)cc1
→ 5%	i	-1%	i	19%	0%	0%	-1%	-19%	1%	-0.3%[57.5 µM]
CCCn1c(-c2ccc(F)cc2)nc2c(NCCCN3CCOCC3)nc(C)nc21
→ ?	nt	nt	nt	-22%	8%	-4%	-1%	-23%	16%	-0.3%
CC1(C)CC(=O)C2=C(C1)OC(N)=C(C#N)C2c1ccc(OC(=O)N2CCOCC2)cc1 (stereo not given)
→ -9%	nt	1%	nt	2%	5%	-2%	-6%	1%	-3%	-3.4%
O=C(Nc1ccc2c(c1)OCCO2)c1cc(-n2cnnc2)ccc1Cl
→ -1%	i	-2%	i	1%	-5%	1%	12%	-11%	-10%	0.5%
CSCC[C@H](NC(=O)NCc1cccs1)C(=O)O
→ -1%	i	2%	i	-3%	?	?	-8%	14%	-6%	3.3%
